Screening results (PubChem BioAssay)
PG9 binder – binders of HIV-1 gp120 antibody PG9, primary screen, biochemical, TR-FRET | TR-FRET gp120-PG9 antibody binding | AID 624416, 2012 | 0.43% of 360,000 active | inhibition, % at 6.7 µM; in the data active = inhibition above about 8.5%
mABHD4 FP – ABHD4 inhibitors, primary screen, biochemical, fluorescence polarization, mouse; (Lyso)-N-acylphosphatidylethanolamine lipase (Mus musculus), Q8VD66; purified mABHD4, FP-Rh probe fluorescence polarization; inhibition, % at 8.92 µM; 0.54% of 370,000 active; AID 720543, 2013;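 active = inhibition exceeding the mean over every tested compound plus 3 SD, cut at about 30% in these data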;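 also: 0% = plate median of compound wells and 100% = S159A mutant with DMSO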
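System: mouse ABHD4 enzyme, wild type / Medium: HEPES pH 7.0, NaCl, Pluronic buffer / Reagent: FP-Rh activity-based fluorescent probe / Control set: S159A mutant high control, sample median low control / Detection: fluorescence polarization with parallel and perpendicular emission, 525/598 nm / Schedule: 45 min + 60 min at 25 °C / Compound dosing: 8.92 µM, single dose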
NR1D1 modulator – modulators of Rev-erb alpha DNA binding, primary screen, biochemical, FITC-DNA, fluorescence polarization, uHTS. Nuclear receptor subfamily 1 group D member 1 (Homo sapiens), P20393. activity, % at 10 µM. 0.79% of 370,000 active. Rev-erbα–FITC-DNA binding, 90 min;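 active = activity above about 14%, limit read from the data; passing the limit was not always enough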;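 also: 0% = DMSO wells with 35 nM protein and 100% = DMSO wells with 750 nM protein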
rCAG binder – binders of r(CAG) RNA repeats, primary screen, biochemical, fluorescence. r(CAG) RNA repeat, TO-PRO-1 dye displacement fluorescence. inhibition, % at 3 µM. 1.3% of 370,000 active. AID 651821, 2012;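 active = inhibition above the plate cutoff, the mean of all test compounds on that plate plus 3 SD, cut at about 35% in these data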;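 also: 0% = DMSO alone and 100% = 100 µM mitoxantrone as full dye displacement; higher means more dye released from RNA so lower well fluorescence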
HTRA1 inhibitor – HTRA1 serine protease inhibitors, primary screen, biochemical, fluorescence polarization, HTS | Q92743 | recombinant HTRA1, FP-rhodamine activity-based probe | inhibition, % at 5.96 µM | 0.5% of 340,000 active | AID 504803, 2011; in the data active = inhibition above about 36%;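 also: 0% = enzyme with DMSO and 100% = wells lacking enzyme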
TDP2 absorb – human TDP2 enzyme inhibitors, primary screen, biochemical, epi absorbance, recombinant enzyme; Tyrosyl-DNA phosphodiesterase 2 (Homo sapiens), O95551; T5PNP hydrolysis, p-nitrophenol absorbance 415 nm; inhibition, % at 12.8 µM; 0.34% of 370,000 active;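 active = inhibition above the mean of all tested compounds plus 3 SD, set per campaign, cut at about 25% in these data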;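 also: 0% = DMSO with enzyme and 100% = buffer with substrate but no TDP2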
Target sequence (O95551 whole entry, looked up): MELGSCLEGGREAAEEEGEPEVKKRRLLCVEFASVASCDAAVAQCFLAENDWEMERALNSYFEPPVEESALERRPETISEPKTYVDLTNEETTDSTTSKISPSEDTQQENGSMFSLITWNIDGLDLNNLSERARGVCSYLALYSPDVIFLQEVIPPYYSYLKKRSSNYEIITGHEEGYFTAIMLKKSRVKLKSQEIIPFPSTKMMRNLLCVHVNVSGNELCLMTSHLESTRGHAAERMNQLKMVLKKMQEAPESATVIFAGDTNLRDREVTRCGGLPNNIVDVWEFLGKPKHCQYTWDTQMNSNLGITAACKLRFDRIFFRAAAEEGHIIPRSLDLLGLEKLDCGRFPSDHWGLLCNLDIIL
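Test system: Human TDP2 enzyme | Reagent: 5 mM T5PNP | Compound dosing: 12.8 µM single point, 1% DMSO | Incubation: Enzyme reaction with compound for 2 h at 37 °C | Technique: p-Nitrophenol epi absorbance | Read-out: % inhibition relative to enzyme-containing and enzyme-free wells | Benchmarks: High control without enzyme, low control DMSO plus TDP2 | Replicates: Singlicate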
TCR CD3 inh – inhibitors of human TCR-CD3 interaction, primary screen, biochemical, fluorescence, TAMRA-labeled TCR probe. T-cell receptor (TCR). inhibition, % at 9.4 µM. 0.37% of 360,000 active. AID 651800, 2012; in the data active = inhibition above about 19%;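 also: recombinant mutant TCR 2C K166C tagged with TAMRA read by polarization; 0% = receptor in buffer alone and 100% = receptor with positive control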
SIAE primary – human SIAE inhibitors, primary screen, biochemical, fluorescence polarization, FP-Rh probe, 1536-well HTS; inhibition, % at 9.66 µM; SIAE FP-Rh probe binding; 0.69% of 370,000 active; AID 1053197, 2014; Sialate O-acetylesterase (Homo sapiens), Q9HAT2;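 active = inhibition above a cutoff: mean of compounds within the control limits plus 3 SD of those, cut at about 17% in these data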;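 also: 0% = plate median of compound wells and 100% = probe without SIAE protein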
Target sequence (Q9HAT2 whole entry, looked up): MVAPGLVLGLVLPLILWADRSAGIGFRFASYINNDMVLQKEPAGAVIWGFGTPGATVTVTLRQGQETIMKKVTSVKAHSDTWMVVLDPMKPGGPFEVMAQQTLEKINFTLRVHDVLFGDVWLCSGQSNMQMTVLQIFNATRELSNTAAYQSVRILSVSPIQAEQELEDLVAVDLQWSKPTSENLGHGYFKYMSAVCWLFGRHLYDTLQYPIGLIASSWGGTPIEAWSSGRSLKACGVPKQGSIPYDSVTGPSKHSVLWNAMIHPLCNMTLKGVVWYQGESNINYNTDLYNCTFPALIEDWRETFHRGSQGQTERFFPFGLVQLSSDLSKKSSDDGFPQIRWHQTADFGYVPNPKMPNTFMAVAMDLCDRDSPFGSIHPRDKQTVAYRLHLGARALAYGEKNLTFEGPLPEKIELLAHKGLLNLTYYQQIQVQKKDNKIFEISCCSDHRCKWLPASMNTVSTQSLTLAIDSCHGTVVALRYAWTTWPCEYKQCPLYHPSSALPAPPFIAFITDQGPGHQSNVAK
LEDGF integ inh – blockers of LEDGF/p75-dependent integrase strand transfer – biochemical, TR-FRET, high throughput, primary screen; inhibition, % at 3.7 µM; HIV-1 integrase (with human LEDGF/p75); TR-FRET IN-LEDGF/p75 DNA integration, Eu/Cy5; 0.64% of 370,000 active;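 active = inhibition above the screen-wide mean plus 3 SD, cut at about 13% in these data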;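 also: signal is the Cy5 over europium emission ratio at 671 and 618 nm; 0% = plate median of compound wells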
PRMT1 FP inh – PRMT1 methyltransferase inhibitors, primary screen, biochemical, fluorescence polarization | Protein arginine N-methyltransferase 1 (Homo sapiens), Q99873 | recombinant PRMT1, activity-based probe fluorescence polarization | inhibition, % at 2.79 µM | 1.3% of 370,000 active | AID 652257, 2013;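 active = inhibition above about 21% made by adding two undisclosed values, limit read from the data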
Numbers without * were called inactive. An excerpt, so the mix of outcomes need not match the whole.

`O=C(Nc1ccc(Cl)cc1)N(Cc1cccnc1)Cc1ccco1` gave PG9 binder 0.7, mABHD4 FP 2, NR1D1 modulator 3, rCAG binder -4, HTRA1 inhibitor 0, TDP2 absorb -3, TCR CD3 inh 3, SIAE primary 10, LEDGF integ inh 0 and PRMT1 FP inh -5.
CCOc1ccc(Nc2cc3n(c(=O)n2)CCc2cc(OC)c(OC)cc2-3)cc1 was read as PG9 binder 0.7, mABHD4 FP 3, NR1D1 modulator -4, rCAG binder 5, HTRA1 inhibitor -8, TDP2 absorb 2, TCR CD3 inh -7, SIAE primary -7, LEDGF integ inh -2 and PRMT1 FP inh 2.
`Cn1c(C(=O)N2CCN(Cc3ccc4c(c3)OCO4)CC2)cc2sccc21` gave PG9 binder 0.3, mABHD4 FP 6, NR1D1 modulator 5, rCAG binder -2, HTRA1 inhibitor -2, TDP2 absorb 9, TCR CD3 inh 5, SIAE primary 2, LEDGF integ inh -4 and PRMT1 FP inh 0.
Screening CCCCNC(=O)CN(c1cc(C(F)(F)F)ccc1Cl)S(C)(=O)=O returned PG9 binder 1.9, mABHD4 FP 5, NR1D1 modulator -5, rCAG binder 1, HTRA1 inhibitor 3, TDP2 absorb 0, TCR CD3 inh 5, SIAE primary -6, LEDGF integ inh 1 and PRMT1 FP inh 0.
O=C1CC(Nc2ccc(N3CCOCC3)cc2)C(=O)N1c1ccccc1F (stereo unspecified) was read as PG9 binder -1.6, mABHD4 FP 50*, NR1D1 modulator -2, rCAG binder 16, HTRA1 inhibitor 16, TDP2 absorb 10, TCR CD3 inh 4, SIAE primary 14, LEDGF integ inh 15* and PRMT1 FP inh 17.
For CC(=O)C1=C(O)C(=O)N(c2ccc(Br)cn2)C1c1ccccc1F (stereo unspecified) the results were PG9 binder 3.7, mABHD4 FP 11, NR1D1 modulator -1, rCAG binder 1, HTRA1 inhibitor 5, TDP2 absorb -5, TCR CD3 inh -2, SIAE primary 0, LEDGF integ inh -3 and PRMT1 FP inh 4.
CCc1cc2cc(C)ccc2nc1SCC(=O)N1CCN(C(=O)c2ccco2)CC1 was read as PG9 binder 0.1, mABHD4 FP -7, NR1D1 modulator 1, rCAG binder -7, HTRA1 inhibitor -13, TDP2 absorb -11, TCR CD3 inh 4, SIAE primary 0, LEDGF integ inh -1 and PRMT1 FP inh -1.
O=S(=O)(O)c1nc2ccccc2n1Cc1ccc(Cl)cc1Cl was read as PG9 binder -1.4, mABHD4 FP -6, NR1D1 modulator 0, rCAG binder 21, HTRA1 inhibitor -11, TDP2 absorb -5, TCR CD3 inh 0, SIAE primary -2, LEDGF integ inh 2 and PRMT1 FP inh -2.
`COc1cc(-c2cc3nc(NCCOc4ccccc4)ccn3n2)cc(OC)c1OC` gave PG9 binder 1.1, mABHD4 FP -22, NR1D1 modulator 1, rCAG binder 5, TDP2 absorb 1, TCR CD3 inh 5, SIAE primary -5, LEDGF integ inh -3 and PRMT1 FP inh 1.
Screening Cc1ccc(S(=O)(=O)Nc2ccc(Cl)cc2)cc1NC(=O)Cn1cnc2c1c(=O)n(C)c(=O)n2C returned PG9 binder -1.3, mABHD4 FP -9, NR1D1 modulator -7, rCAG binder 22, HTRA1 inhibitor 0, TDP2 absorb -9, TCR CD3 inh 6, SIAE primary 8, LEDGF integ inh -1 and PRMT1 FP inh 7.
Screening COc1ccc2[nH]c(=O)c(CN(CC3CCCO3)C(=O)Nc3ccccc3)cc2c1 (stereo unspecified) returned PG9 binder 0.0, mABHD4 FP 3, NR1D1 modulator -1, rCAG binder -5, HTRA1 inhibitor -2, TDP2 absorb 4, TCR CD3 inh 5, SIAE primary 1, LEDGF integ inh 0 and PRMT1 FP inh -4.
Screening Cc1cccc(C)c1-c1ccc(CN2C(CC(C)C)C(=O)N(Cc3cn(CC4CCCCC4)nn3)CCS2(=O)=O)cc1 (stereo unspecified) returned PG9 binder -3.0, mABHD4 FP -6, NR1D1 modulator -3, rCAG binder 19, HTRA1 inhibitor -25, TDP2 absorb -12, TCR CD3 inh -6, SIAE primary -8, LEDGF integ inh -8 and PRMT1 FP inh 3.

Next section; the last 3 above are carried over.
Screening Cc1ccc(S(=O)(=O)Nc2ccc(Cl)cc2)cc1NC(=O)Cn1cnc2c1c(=O)n(C)c(=O)n2C returned PG9 binder -1.3, mABHD4 FP -9, NR1D1 modulator -7, rCAG binder 22, HTRA1 inhibitor 0, TDP2 absorb -9, TCR CD3 inh 6, SIAE primary 8, LEDGF integ inh -1 and PRMT1 FP inh 7.
Screening COc1ccc2[nH]c(=O)c(CN(CC3CCCO3)C(=O)Nc3ccccc3)cc2c1 (stereo unspecified) returned PG9 binder 0.0, mABHD4 FP 3, NR1D1 modulator -1, rCAG binder -5, HTRA1 inhibitor -2, TDP2 absorb 4, TCR CD3 inh 5, SIAE primary 1, LEDGF integ inh 0 and PRMT1 FP inh -4.
Screening Cc1cccc(C)c1-c1ccc(CN2C(CC(C)C)C(=O)N(Cc3cn(CC4CCCCC4)nn3)CCS2(=O)=O)cc1 (stereo unspecified) returned PG9 binder -3.0, mABHD4 FP -6, NR1D1 modulator -3, rCAG binder 19, HTRA1 inhibitor -25, TDP2 absorb -12, TCR CD3 inh -6, SIAE primary -8, LEDGF integ inh -8 and PRMT1 FP inh 3.
O=C(COc1ccccc1)NCc1nnc2c3ccccc3c(-c3ccccc3)nn12 was read as PG9 binder 0.6, mABHD4 FP -9, NR1D1 modulator 5, rCAG binder 0, HTRA1 inhibitor -8, TDP2 absorb 7, TCR CD3 inh 2, SIAE primary 0, LEDGF integ inh 3 and PRMT1 FP inh -3.
Screening CC(=O)NNC(=O)CN1C(=O)/C(=C/c2ccccc2)SC1=S returned PG9 binder -4.2, mABHD4 FP -9, NR1D1 modulator -1, rCAG binder 0, HTRA1 inhibitor 7, TDP2 absorb -6, TCR CD3 inh -3, SIAE primary -2, LEDGF integ inh 4 and PRMT1 FP inh -4.
`O=C(CCNC(=O)c1ccc([N+](=O)[O-])cc1)Nc1ccc(S(=O)(=O)N2CCOCC2)cc1` gave PG9 binder 1.4, mABHD4 FP 1, NR1D1 modulator -4, rCAG binder 2, HTRA1 inhibitor 1, TDP2 absorb 6, TCR CD3 inh -5, SIAE primary 2, LEDGF integ inh -3 and PRMT1 FP inh -5.
Screening COc1ccc(Oc2cc(NN3CCCCC3)c([N+](=O)[O-])cc2[N+](=O)[O-])cc1OC returned PG9 binder -1.7, mABHD4 FP -10, NR1D1 modulator 6, rCAG binder 2, HTRA1 inhibitor -16, TDP2 absorb -2, TCR CD3 inh 4, SIAE primary -4, LEDGF integ inh 0 and PRMT1 FP inh 1.
COc1ccc(-c2csc3nc(C)nc(N4CCN(C(C)=O)CC4)c23)cc1OC was read as PG9 binder -1.4, mABHD4 FP 4, NR1D1 modulator 1, rCAG binder -5, HTRA1 inhibitor 6, TDP2 absorb -1, TCR CD3 inh 1, SIAE primary 1, LEDGF integ inh 0 and PRMT1 FP inh 6.
`COc1ccc(NC2CCCN(C(=O)CCc3cccc(Cl)c3)C2)cc1` (stereo unspecified) gave PG9 binder -1.7, mABHD4 FP 1, NR1D1 modulator 6, rCAG binder -7, HTRA1 inhibitor 7, TDP2 absorb 2, TCR CD3 inh -6, SIAE primary 9, LEDGF integ inh -2 and PRMT1 FP inh 3.
CCOC(=O)c1sc2nc(CC(C)C)c3c(c2c1N)CCC3 was read as PG9 binder -0.1, mABHD4 FP -4, NR1D1 modulator 9, rCAG binder -4, HTRA1 inhibitor -2, TDP2 absorb 1, TCR CD3 inh -5, SIAE primary -1, LEDGF integ inh 0 and PRMT1 FP inh 2.
`O=S(=O)(Nc1ccc2c(c1)CCC2)c1cccs1` gave PG9 binder 1.5, mABHD4 FP -5, NR1D1 modulator 3, rCAG binder 5, HTRA1 inhibitor -15, TDP2 absorb 6, TCR CD3 inh -10, SIAE primary -2, LEDGF integ inh -1 and PRMT1 FP inh 1.
CC(c1ccco1)N(C(=O)c1ccccc1NS(=O)(=O)c1cc([N+](=O)[O-])ccc1Cl)c1ccccn1 (stereo unspecified) was read as PG9 binder 1.6, mABHD4 FP 7, NR1D1 modulator 0, rCAG binder 58*, HTRA1 inhibitor -2, TDP2 absorb 3, TCR CD3 inh 4, SIAE primary 4, LEDGF integ inh 4 and PRMT1 FP inh 3.
CC(C)(O)C#Cc1ccc(C(=O)N2CCCC2C(=O)O)s1 (stereo unspecified) was read as PG9 binder -1.5, mABHD4 FP -2, NR1D1 modulator -7, rCAG binder -2, HTRA1 inhibitor 6, TDP2 absorb 10, TCR CD3 inh 3, SIAE primary 1, LEDGF integ inh -1 and PRMT1 FP inh 3.
CCCC(=O)Nc1ccc(Oc2ccc(NC(=O)CCC)cc2)cc1 was read as PG9 binder 0.3, mABHD4 FP 7, NR1D1 modulator -6, rCAG binder -3, HTRA1 inhibitor -3, TDP2 absorb -9, TCR CD3 inh -3, SIAE primary 4, LEDGF integ inh 3 and PRMT1 FP inh 1.
`CCCCN1C(=O)CCC(C(=O)O)C1c1ccccc1` (stereo unspecified) gave PG9 binder -1.4, mABHD4 FP 0, NR1D1 modulator -2, rCAG binder 0, HTRA1 inhibitor 3, TDP2 absorb -13, TCR CD3 inh -1, SIAE primary 8, LEDGF integ inh -1 and PRMT1 FP inh 2.
Screening Cc1ccc2sc(N(CCCN(C)C)C(=O)c3ccc(S(=O)(=O)N(C)Cc4ccccc4)cc3)nc2c1C returned PG9 binder -0.8, mABHD4 FP 23, NR1D1 modulator 10, rCAG binder 5, HTRA1 inhibitor -59, TDP2 absorb -6, TCR CD3 inh 8, SIAE primary 11, LEDGF integ inh -2 and PRMT1 FP inh -1.
Screening Cc1cc(N2CCN(C(=O)OC(C)(C)C)C[C@@H]2C)ccc1N1CCS(=O)(=O)CC1 returned PG9 binder -1.8, mABHD4 FP 3, NR1D1 modulator 3, rCAG binder 1, TDP2 absorb 10, TCR CD3 inh 0, SIAE primary 4, LEDGF integ inh 1 and PRMT1 FP inh 0.
Cn1cc(C(=O)NC2C3CC4CC(C3)CC2C4)cn1 (stereo unspecified) was read as PG9 binder 2.5, mABHD4 FP -13, NR1D1 modulator -4, rCAG binder 1, HTRA1 inhibitor 3, TDP2 absorb -12, TCR CD3 inh -4, SIAE primary 0, LEDGF integ inh 0 and PRMT1 FP inh 2.
